RORa activator: activators of orphan receptor RORA, primary screen, cell-based, luminescence; 65,000 tested, 1.5% active; CHO-K1 Gal4-RORA LBD luciferase reporter; percent increase over mock-subtracted basal signal; AID 560, 2006; activation, % at 10 µM; Nuclear receptor ROR-alpha (Homo sapiens), P35398;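 active = activation above the mean of all tested compounds plus 3 SD, cut at about 49% in these data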;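 note: 0% = DMSO-treated RORA cells and 100% = added signal equal to DMSO minus mock-transfected cells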
DUSP1 inh: MKP-1 phosphatase inhibitors, primary screen, biochemical, in vitro; Dual specificity protein phosphatase 1 (Homo sapiens), P28562; recombinant MKP-1, OMFP hydrolysis fluorescence; inhibition, %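 (compounds tested at a single concentration somewhere between 10 and 100 µM)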; 65,000 tested, 0.15% active;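 active = inhibition above about 50%, limit read from the data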;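 note: 0% = DMSO max control wells and 100% = wells with enzyme stopped by NaOH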
FXIIa inh mix: human factor XIIa inhibitors, primary screen, biochemical, pooled compound mixtures, fluorogenic substrate; purified FXIIa; AID 684, 2007; 62,000 tested, 0.2% active; Coagulation factor XII (Homo sapiens), P00748; inhibition, % at 5 µM; in the data active = inhibition above about 20%, passing the limit was not always enough;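 note: 0% = enzyme without compound and 100% = no enzyme blank; some results filed as inactive read as strong as hits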
Target sequence (P00748 20-372 limits assumed): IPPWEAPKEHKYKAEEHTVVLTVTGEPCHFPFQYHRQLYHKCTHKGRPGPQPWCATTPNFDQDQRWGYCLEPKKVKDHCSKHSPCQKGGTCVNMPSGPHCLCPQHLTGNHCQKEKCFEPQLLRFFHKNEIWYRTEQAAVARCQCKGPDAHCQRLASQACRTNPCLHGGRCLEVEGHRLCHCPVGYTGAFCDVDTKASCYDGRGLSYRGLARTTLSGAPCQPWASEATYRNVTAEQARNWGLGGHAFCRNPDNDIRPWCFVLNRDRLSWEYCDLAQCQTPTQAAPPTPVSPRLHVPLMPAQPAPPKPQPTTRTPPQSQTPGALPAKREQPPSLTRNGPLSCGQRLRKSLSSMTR
Target sequence (P00748 373-615 limits assumed): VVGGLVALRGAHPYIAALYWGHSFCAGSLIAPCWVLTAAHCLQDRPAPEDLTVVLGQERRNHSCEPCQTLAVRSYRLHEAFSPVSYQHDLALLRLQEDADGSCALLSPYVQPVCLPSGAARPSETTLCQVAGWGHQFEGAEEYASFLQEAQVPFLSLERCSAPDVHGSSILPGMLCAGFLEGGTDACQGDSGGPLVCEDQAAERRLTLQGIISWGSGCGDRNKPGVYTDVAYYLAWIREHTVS
Cdc25B block: inhibitors of Cdc25B phosphatase catalytic domain, primary screen, biochemical, OMFP fluorescence | M-phase inducer phosphatase 2 (Homo sapiens), P30305 | recombinant Cdc25B, OMFP fluorescence Ex485/Em525 | inhibition, %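 (compounds tested at 10 µM final in the well)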 | 65,000 tested, 0.1% active | AID 368, 2006; in the data active = inhibition above about 50%
HER2 expr 66K: inhibitors of Her2 protein expression, primary screen, SKBR-3 cells, AlphaScreen, 66K library; SKBR-3 HER2 protein level, 18-24 h; stronger effect = lower value; HER2 level % of control, % at 10 µM; 65,000 tested, 0.69% active; AID 645, 2007;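 active = HER2 level under 5% of the carrier-only control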;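 note: 100% = DMSO carrier and 0% = 500 nM PU-H71 HSP90 inhibitor; lower value means stronger loss of Her2 protein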
SF-1 act: activators of human SF-1, primary screen, cell-based, CHO-K1, Gal4-SF-1 LBD, luciferase luminescence; Steroidogenic factor 1 (Homo sapiens), Q13285; CHO-K1 Gal4-SF-1 LBD luciferase reporter; % increase over DMSO SF-1-specific signal; activation, % at 10 µM; 65,000 tested, 1.9% active;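 active = activation above the mean activation of all tested compounds plus 3 SD, cut at about 50% in these data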
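Assay system: CHO-K1 cells co-transfected with Gal4 DBD–human SF-1 LBD, 5xGal4 luciferase reporter; doses: 10 µM only; incubation: 20 h compound exposure at 37 °C after 1 h cell settling; signal: luciferase light emission; evaluation: percent activation versus DMSO; repeats: one test per compound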
D1 mod: D1 CRE-luciferase signal change, two-sided – cell-based, HEK293 D1, dopamine EC30, D1 allosteric modulator project, primary screen; dopamine EC30 potentiation; actives deviate in either direction; B-score at 10 µM; 58,000 tested, 5.9% active;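 active = luminescence count or its row- and column-corrected plate score outside the 99.7% band of the plate's sample wells, on either side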
Target sequence (P21728 whole entry, looked up): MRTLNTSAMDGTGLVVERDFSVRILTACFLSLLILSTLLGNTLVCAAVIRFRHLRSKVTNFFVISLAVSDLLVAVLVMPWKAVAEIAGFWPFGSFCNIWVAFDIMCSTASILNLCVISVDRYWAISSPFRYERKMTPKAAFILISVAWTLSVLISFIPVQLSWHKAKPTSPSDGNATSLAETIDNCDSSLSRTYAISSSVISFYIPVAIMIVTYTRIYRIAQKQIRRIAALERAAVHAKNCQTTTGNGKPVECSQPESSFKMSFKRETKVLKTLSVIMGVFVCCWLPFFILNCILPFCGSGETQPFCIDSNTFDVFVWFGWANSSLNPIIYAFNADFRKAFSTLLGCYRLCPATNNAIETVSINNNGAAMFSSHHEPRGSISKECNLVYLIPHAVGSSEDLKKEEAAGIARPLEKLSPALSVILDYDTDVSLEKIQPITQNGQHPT
Hsp90 block: tumor Hsp90 inhibitors, primary screen, cell lysate, fluorescence polarization, NCI-N417 lysate | Heat shock protein HSP 90-alpha (Homo sapiens), P07900 | Cy3B-geldanamycin FP displacement | inhibition, % at 30 µM | 64,000 tested, 0.35% active;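 active = inhibition above 50%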;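 note: 0% = tracer plus lysate wells and 100% = tracer alone without lysate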
TNAP act mid DEA: human TNAP enzyme activators, primary screen, biochemical, luminescent, intermediate phosphate acceptor level | Alkaline phosphatase, tissue-nonspecific isozyme (Homo sapiens), P05186 | purified TNAP, CDP-star luminescence, 100 mM DEA, 30 min; stronger effect = higher value; scale: 0 levamisole-inhibited, 1 vehicle-only enzyme | activation factor at 20 µM | 64,000 tested, under 10 active | AID 813, 2007;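 active = activation factor of at least 2 at 20 µM, relative to controls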
* hit, by the source's call; / = no result given. Compounds were not picked by outcome; 8.9% or so of the library scored in one or more.

SMILES	RORa activator	DUSP1 inh	FXIIa inh mix	Cdc25B block	HER2 expr 66K	SF-1 act	D1 mod	Hsp90 block	TNAP act mid DEA
Cc1ccccc1-c1nc(CS(=O)CC(=O)NCc2ccccc2)c(C)o1 (configuration not stated)	-2	9	0	-12	81	-17	0.59	-4	1
Cc1ccc2nc(NC(=O)C3CCN(S(=O)(=O)c4cccs4)CC3)sc2c1	-22	4	2	-20	71	-10	-0.96	1	0.9
COc1ccc(C(=O)N2CCN(C3CCCCC3)CC2)c(OC)c1	22	1	0	-5	132	10	0.031	-5	0.8
Cc1nc2c(sc3nc4c(cc32)COC(C)(C)C4)c(=O)n1CC(=O)NCc1ccco1	101*	30	-21	1	74	134*	-0.6	/	0.9
Cn1c(=NC(=O)CSCC(=O)N2CCCCC2)sc2ccccc21	17	12	24	-11	64	9	1.5	-4	0.9
COc1cc(/C=N/n2cnnc2)ccc1OCCOc1ccccc1	22	2	5	1	76	-4	-0.91	0	1
CNC(=O)c1nnn(Cc2ccccc2)c1NC(=O)C(F)(F)F	0	8	7	-14	92	8	-0.21	-5	0.9
COc1ccccc1C(=O)NC(C)C(c1cccs1)N1CCN(C)CC1 (configuration not stated)	-12	-7	6	-9	56	5	-0.6	-1	0.9
Cn1c(=O)[nH]c(=O)c2c1nc(N1CCCCC1)n2CCCSc1nc2ccccc2s1	-18	28	/	-6	88	-5	5.7*	-3	/
CC(Oc1ccc(Cl)cc1Cl)C(=O)N(Cc1ccco1)C1CCS(=O)(=O)C1 (configuration not stated)	-5	-4	-19	2	137	-1	-1.2	-8	0.9
Cn1c(SCC(=O)Nc2ccc(N3CCOCC3)c(Cl)c2)nnc1C(O)c1ccccc1 (configuration not stated)	5	11	-11	-10	90	2	0.41	-1	0.9
Cc1c(NC(=O)CCC(=O)N2CCCCC2)c(=O)n(-c2ccccc2)n1C	-14	-12	4	-11	109	-2	0.12	0	0.8
Cc1ccc(Cn2nnnc2CN2CCC(O)(c3ccccc3F)CC2)cc1	-14	4	0	-5	67	-7	0.77	0	0.9
O=C(NCc1ccccc1)c1ccc(COCC(F)(F)F)o1	-14	10	6	5	168	2	-0.089	-9	0.9
Cc1noc(C)c1C(=O)N1CCN(C(=O)c2sc3cc(Cl)ccc3c2Cl)CC1	4	12	-11	-3	113	-8	-0.34	-4	0.9
CCOC(=O)c1ccccc1NC(=O)Cn1cnc2c(oc3ccccc32)c1=O	18	15	5	-6	119	13	-0.21	1	0.9
CN(C)/C=N/c1cnc(C(=O)c2ccc(Cl)cc2)n1C	76*	-2	2	4	80	48	-0.79	0	0.9
Cc1c(C2CC(=O)N(c3ccccc3)C2=O)[nH]n(-c2ccccc2)c1=O (configuration not stated)	-2	-18	/	11	244	8	/	4	0.9
NC(=O)COc1ccc2c3c(c(=O)oc2c1)CCCCC3	-4	8	-2	0	74	-8	0.79	-3	0.9
C=CCn1c(O)c(C(CC)=NCc2cccnc2)c(=O)[nH]c1=O	7	-42	5	-2	98	-2	/	-3	1
O=c1cc(NCc2ccco2)c2ccccc2o1	-13	9	8	-2	59	1	0.57	/	0.9
CCOC(=O)Cc1csc(NC(=O)c2csc3c2CCCC3)n1	-6	9	1	-9	61	0	0.3	-19	0.9
Cc1cc(=O)oc(C)c1C(=O)n1nc(C)c2c1C[C@@H]1[C@H]2C1(C)C	6	-21	/	10	181	19	/	-1	1
CCOc1cccc(C(=O)Nc2ccccc2N2CCN(C(=O)C(C)C)CC2)c1	-8	-5	4	1	97	-18	-0.28	-1	1
CN(C)Cc1nc2c(c(=O)[nH]1)C1(CCCCC1)Cc1ccccc1-2	-30	5	4	-3	96	-8	0.3	0	1.2
CCC(C)NC(=O)CSc1nc2n[nH]c(C)c2c(=N)n1-c1ccc(OC)cc1 (configuration not stated)	9	17	3	7	95	4	-0.28	0	1
CC(=O)c1ccc(NC(=O)C2CCN(S(=O)(=O)c3cccc4cccnc34)CC2)cc1	-4	-4	-14	-11	105	-10	-0.065	-4	0.9
CC(C)Oc1cccc(-c2cc(C(=O)N3CCN(S(C)(=O)=O)CC3)c3ccccc3n2)c1	14	23	0	-8	75	32	0.69	-17	0.9
CCN(CC)CCCN1C(=O)CSC1c1ccc2c(c1)OCO2 (configuration not stated)	-12	-7	5	0	148	10	0.95	-1	0.9
O=C1CC(c2ccc(F)cc2)C2=C(CCCC2=O)N1 (configuration not stated)	-17	-17	12	-7	88	-11	1.2	-3	0.9
O=C(CN1C(=O)c2ccccc2C1=O)OCN1C(=O)c2ccccc2C1=O	1	-24	/	1	93	-2	/	-2	0.9
NC(=O)C(F)(F)C12OC3C4C5CC(C6C5C3C61)C42 (configuration not stated)	-6	7	10	-15	59	-2	-0.061	-5	0.9
CCOc1ccc(-c2nn3c(-c4ccc(OC)cc4)nnc3s2)cc1	2	-2	/	16	127	-3	/	2	0.9
CCN1CC=C2C(C#N)=C(N)C(C#N)(C#N)C(c3cc(Cl)ccc3Cl)C2C1 (configuration not stated)	2	30	-5	6	91	12	-1.1	-11	0.8
CCCOc1ccc(NC(=O)c2c(-c3ccccc3)noc2C)cc1	-5	12	9	6	/	-15	/	-1	0.9
CSc1ccccc1NC(=O)Cn1c(-c2cscn2)nc2ccccc21	-2	12	2	-12	117	-26	-0.49	-6	0.8
CCCCC(=O)Nc1ccc(F)c(Cl)c1	-8	1	4	-3	80	11	-0.5	-3	0.9
CCc1ccc(NC(=O)C2CC=CCC2C(=O)O)cc1 (configuration not stated)	-2	10	1	-7	109	-6	1.4	/	1
CSc1ccc(CNc2ccccn2)cc1	61*	-1	-5	-5	98	17	-0.49	0	0.9
COc1ccc(C(=O)N2CCCC(c3ccccc3)C2)cc1 (configuration not stated)	1	-19	/	12	126	-8	/	-1	0.9
CCn1c(C(=O)NCCCc2ccccc2)cc2sccc21	-12	4	17	12	109	-3	-0.47	2	0.9
COc1ccc(C2C(C#N)=C(N)Oc3n[nH]c(C)c32)cc1Cn1nnc2ccccc21 (configuration not stated)	-3	22	12	-5	113	-13	1.4	4	1
CCC(=NCc1ccccc1)C1=C(O)C(C(=O)OC)C(C)(C)CC1=O (configuration not stated)	-2	-3	0	-15	86	-9	-0.098	-3	0.9
CCOC(=O)Cc1c(C)nc2c(-c3ccccc3)c[nH]n2c1=O	7	10	-14	-5	111	6	-0.57	/	0.9
Nc1nc(CSc2nnnn2-c2ccc(F)c(Cl)c2)nc(N2CCOCC2)n1	30	28	9	1	67	7	/	1	1
Cc1ccc2c(CSc3nc4ccccc4c(=O)n3CCCO)cc(=O)oc2c1	-34	38	-17	-6	89	-8	1.7	-2	1
CCCc1cc(=O)oc2c(CN3CCCC3)c(O)c(Cl)cc12	-20	-11	/	5	117	-8	/	-3	1
COCc1nnc(NC(=O)c2ccc(NC(=O)C(C)C)cc2)s1	16	-9	-14	-8	146	18	-0.15	2	1
O=C(Nc1ccc(C2CCCCC2)cc1)C1CCN(c2ncccn2)CC1	12	15	2	6	120	-1	0.11	3	0.9
O=c1[nH]c2ccccc2nc1NCCN1CCOCC1	-6	7	-3	2	142	5	0.46	0	1

14 entries from above, ordered by SMILES length, ascending:
SMILES	RORa activator	DUSP1 inh	FXIIa inh mix	Cdc25B block	HER2 expr 66K	SF-1 act	D1 mod	Hsp90 block	TNAP act mid DEA
CSc1ccc(CNc2ccccn2)cc1	61*	-1	-5	-5	98	17	-0.49	0	0.9
CCCCC(=O)Nc1ccc(F)c(Cl)c1	-8	1	4	-3	80	11	-0.5	-3	0.9
O=c1[nH]c2ccccc2nc1NCCN1CCOCC1	-6	7	-3	2	142	5	0.46	0	1
CCc1ccc(NC(=O)C2CC=CCC2C(=O)O)cc1 (configuration not stated)	-2	10	1	-7	109	-6	1.4	/	1
COc1ccc(C(=O)N2CCCC(c3ccccc3)C2)cc1 (configuration not stated)	1	-19	/	12	126	-8	/	-1	0.9
CCCc1cc(=O)oc2c(CN3CCCC3)c(O)c(Cl)cc12	-20	-11	/	5	117	-8	/	-3	1
COCc1nnc(NC(=O)c2ccc(NC(=O)C(C)C)cc2)s1	16	-9	-14	-8	146	18	-0.15	2	1
CSc1ccccc1NC(=O)Cn1c(-c2cscn2)nc2ccccc21	-2	12	2	-12	117	-26	-0.49	-6	0.8
CCOC(=O)Cc1c(C)nc2c(-c3ccccc3)c[nH]n2c1=O	7	10	-14	-5	111	6	-0.57	/	0.9
O=C(Nc1ccc(C2CCCCC2)cc1)C1CCN(c2ncccn2)CC1	12	15	2	6	120	-1	0.11	3	0.9
Cc1ccc2c(CSc3nc4ccccc4c(=O)n3CCCO)cc(=O)oc2c1	-34	38	-17	-6	89	-8	1.7	-2	1
Nc1nc(CSc2nnnn2-c2ccc(F)c(Cl)c2)nc(N2CCOCC2)n1	30	28	9	1	67	7	/	1	1
CCN1CC=C2C(C#N)=C(N)C(C#N)(C#N)C(c3cc(Cl)ccc3Cl)C2C1 (configuration not stated)	2	30	-5	6	91	12	-1.1	-11	0.8
COc1ccc(C2C(C#N)=C(N)Oc3n[nH]c(C)c32)cc1Cn1nnc2ccccc21 (configuration not stated)	-3	22	12	-5	113	-13	1.4	4	1

Additional compounds follow:
SMILES	RORa activator	DUSP1 inh	FXIIa inh mix	Cdc25B block	HER2 expr 66K	SF-1 act	D1 mod	Hsp90 block	TNAP act mid DEA
Cc1cc(-c2nc3c4c5c(sc4[nH]c(=O)n3n2)CCC5)c(C)o1	14	37	2	36	46	-1	/	-11	0.9
C=CCn1c(SCC(=O)N2CC(=O)Nc3ccccc32)nc2scc(-c3cccs3)c2c1=O	-8	38	21	-11	154	-17	0.82	-6	1
COC(=O)CSc1cc(C)nc(NC(C)=O)n1	-1	2	4	-11	78	0	0.018	-3	0.9
Cc1nnc(N2CCN(c3ccccc3)CC2)[nH]c1=O	-16	1	5	-7	84	-6	0.078	2	1
O=C(Nc1ccc2c(c1)OCCO2)C1CCCN(S(=O)(=O)c2cnc[nH]2)C1 (configuration not stated)	-2	-10	0	3	97	15	-0.059	1	0.8
CCN(CC)S(=O)(=O)c1ccc(-c2nnc(SCc3nnc(-c4ccc(C)cc4)o3)o2)cc1	-14	5	2	-3	56	-12	0.044	-2	0.9
Cc1cccc(-c2nc(C#N)c(NC3CCCCC3)o2)c1	35	-14	/	1	134	50*	/	-1	0.9
O=S(=O)(c1ccc(C2CCCCC2)cc1)N1CCN(c2ncccn2)CC1	-19	-13	3	-4	136	13	0.13	3	0.9
O=C(C1CC1)N1CCc2cc(Br)cc(S(=O)(=O)NCc3ccccn3)c21	-5	9	8	-3	/	-8	-0.53	/	0.9

High-throughput results: PubChem BioAssay, several laboratories
